Bioassay records from PubChem.
ST2 IL33 inh: blocks human ST2 binding to IL-33 | Q01638 | AlphaLISA ST2-Fc/biotin-IL-33 interaction, 1 h | inhibition, % for hits at 17 µM | 78,000 compounds, 2.3% hits | AID 1259354; in the data active = inhibition above about 30%; inconclusive = mostly about 10% to 28%
Target sequence (Q01638 whole entry, looked up): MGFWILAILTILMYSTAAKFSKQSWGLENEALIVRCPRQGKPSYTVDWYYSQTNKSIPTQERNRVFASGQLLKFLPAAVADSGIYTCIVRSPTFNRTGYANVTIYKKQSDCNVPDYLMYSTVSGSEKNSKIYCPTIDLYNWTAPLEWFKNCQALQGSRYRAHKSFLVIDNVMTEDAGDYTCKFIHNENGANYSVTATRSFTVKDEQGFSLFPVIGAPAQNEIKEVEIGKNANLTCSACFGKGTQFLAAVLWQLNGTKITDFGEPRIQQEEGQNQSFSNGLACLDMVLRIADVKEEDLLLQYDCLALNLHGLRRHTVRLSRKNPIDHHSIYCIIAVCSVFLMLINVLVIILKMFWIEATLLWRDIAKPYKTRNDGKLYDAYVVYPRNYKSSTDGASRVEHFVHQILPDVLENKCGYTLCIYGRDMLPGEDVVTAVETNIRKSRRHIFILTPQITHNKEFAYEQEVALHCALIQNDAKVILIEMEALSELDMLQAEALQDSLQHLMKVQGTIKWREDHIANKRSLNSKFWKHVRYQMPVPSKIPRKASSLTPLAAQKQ
The depositor's hits bear a star; i = inactive; ? = inconclusive. These rows are one share of the data. The share of hits here may be higher or lower than overall.

SMILES	ST2 IL33 inh
CCN1CCN(c2nc3c(c(=O)n(C)c(=O)n3C)n2CCSc2ncccn2)CC1	i
O=C(CSc1oc(-c2ccco2)nc1S(=O)(=O)c1ccccc1)c1ccccc1	i
CCN(c1ccc(C)c(C)c1)S(=O)(=O)c1cccc2cccnc12	i
O=C(c1csc2c1CCCC2)N1CCOc2ccc(CN3CCN(c4ccccn4)CC3)cc2C1	i
Cc1ccccc1CSC1=NCCN1C(=O)c1ccc(Br)o1	i
CC(=O)N1CCC(N2CC[C@H](c3nc4ncccc4[nH]3)C2)CC1	i
CCOc1ccc(-n2c(SC(CC)C(=O)OC)nc3c(c2=O)SCC3)cc1 (stereo not given)	i
COCCNC(=O)C[C@@H]1O[C@H](Cn2cc(CN(C)Cc3ccccc3)nn2)[C@@H](O)[C@H]1O	?
COc1cccc(OC)c1CNC1COc2c(cccc2OC)C1 (stereo not given)	i
CN1CC2(CCCN(Cc3noc(-c4ccccc4)n3)CC2)OC1=O (stereo not given)	?
CCOc1ccc(OC(=O)Cn2c3ccccc3c(=O)c3ccccc32)cc1	i
CC(C)CN(Cc1ccsc1)C(=O)c1ncc(F)cc1F	i
CN(C)C(=O)C(NS(=O)(=O)NCc1ccccc1)c1ccccc1 (stereo not given)	i
CCN(CC)c1ncccc1CNC(=O)C1CCCN(C)C1 (stereo not given)	i
CCC(C)OC(=O)C1=C(C)NC2=C(C(=O)C(C(=O)OC)C(C)C2)C1c1ccccc1OC(C)C (stereo not given)	?
CC(C)Cn1c(CN(C)Cc2ncc[nH]2)nc2ccccc21	i
COc1ccc(-c2cc3cc(Br)ccc3oc2=O)cc1	i
Cc1cccnc1N=Cc1cc(Br)cc(Br)c1O	?
CCn1nc(C)c(NC(=O)CN2CCC(Oc3ncccn3)CC2)c1C	i
CCOc1ccccc1CN1CCN(c2ccccn2)CC1	i
O=C(CCS(=O)(=O)c1ccc(Br)s1)N1CCCc2ccccc21	i
Fc1ccc(Nc2nc3ccc(F)cc3s2)cc1	i
CCCCN(C)CCNC(=O)c1ccc2c(c1)NC(=O)C(N1CCCCC1)S2 (stereo not given)	?
CN1CC2(CCCN(S(=O)(=O)c3cc(F)c(F)cc3F)CC2)OC1=O (stereo not given)	i
Cc1ccc(CNCc2cccnc2Oc2ccccc2C)s1	?

7 structures already listed, sorted by formula weight, ascending.
SMILES	ST2 IL33 inh
CCN(CC)c1ncccc1CNC(=O)C1CCCN(C)C1 (stereo not given)	i
CC(=O)N1CCC(N2CC[C@H](c3nc4ncccc4[nH]3)C2)CC1	i
COc1cccc(OC)c1CNC1COc2c(cccc2OC)C1 (stereo not given)	i
CN1CC2(CCCN(Cc3noc(-c4ccccc4)n3)CC2)OC1=O (stereo not given)	?
CCN1CCN(c2nc3c(c(=O)n(C)c(=O)n3C)n2CCSc2ncccn2)CC1	i
COCCNC(=O)C[C@@H]1O[C@H](Cn2cc(CN(C)Cc3ccccc3)nn2)[C@@H](O)[C@H]1O	?
CCC(C)OC(=O)C1=C(C)NC2=C(C(=O)C(C(=O)OC)C(C)C2)C1c1ccccc1OC(C)C (stereo not given)	?

Later entries:
SMILES	ST2 IL33 inh
CCOC(=O)C1(C/C=C/c2ccccc2)CCCNC1 (stereo not given)	i
CCCc1nc(C)cc(N2CCCC(O)(CO)CC2)n1 (stereo not given)	i
O=C(CN1CCN(Cc2ccc(F)cc2Cl)C1=O)NCCCN1CCOCC1	i
Cc1cc(/C=C2\NC(=O)NC2=O)c(C)n1-c1ccc(Cl)c(Cl)c1	?
COc1cc(OC)nc(-c2cccc(NC(C)=O)c2)n1	i
Cc1noc(C)c1CNC1CCN(C(=O)c2cccs2)CC1	?
CN(C)CCN1C(=O)NC(Cc2cccc(F)c2)(C2CCN(C(=O)/C=C/c3cccs3)CC2)C1=O (stereo not given)	?
COc1ccc(-c2[nH]nc3c2C(c2c(F)cccc2Cl)C(C#N)=C(N)O3)cc1OC (stereo not given)	i
COC(=O)[C@@H]1CN(C(=O)CSC)CCN1C(=O)c1cccnc1	i
COc1cccc(OC)c1OCC(O)CN1CC(C)OC(C)C1 (stereo not given)	i
CCC(=O)N1CCc2cc(S(=O)(=O)NCC(=O)NC3CCCC3)ccc21	i
COc1ccc(-n2ccnc2CN2CCCC(N(C)CCc3ccccc3)C2)cc1 (stereo not given)	i
Cc1ccc(Nc2nc(-c3ccc(F)cc3)cs2)cc1C	i
O=C(CCN1C(=O)CCC1=O)Nc1nncs1	i
COc1cc2c(cc1C(=O)NCc1cccnc1N(C)C)CCC2	i
CC(C)=CC(=O)N1CC[C@@H](c2sccc2C)[C@H](O)C1	?
O=C(Nc1ccc(Cl)c(-c2nc3cc(Cl)ccc3o2)c1)c1ccc([N+](=O)[O-])o1	?
O=C1OCCCN1CCn1ccnc1-c1ccccn1	i
Cc1nc(N2CCC(NCC3OCCc4ccccc43)CC2)nc2cc(S(C)(=O)=O)ccc12 (stereo not given)	i
COc1ccc(CN2C(=O)CO[C@H]3CN(C(=O)COc4ccccc4)C[C@H]32)cc1	?
COc1cccc(OC)c1C(=O)Nc1cccc(Cl)c1	i
Cc1cc(C)n(-c2cccc(-c3nccn3C(C)c3ncnn3C)c2)n1 (stereo not given)	i
COc1cc(C2Nc3ccccc3-c3nnc(SC)nc3O2)cc(Br)c1OC (stereo not given)	i
Cc1ccc(-c2cc(C(F)(F)F)n3ncc(C(=O)OC(C)C)c3n2)cc1	i
CCc1noc(C)c1C(=O)N1CCC(O)(CN(C)C)C1 (stereo not given)	i

Carrying on.
SMILES	ST2 IL33 inh
CC(C)c1ccc(C(=O)N2CCCc3ccccc32)cc1	i
Cc1nc2cc(C(=O)O)ccc2n1-c1ccccc1	i
Cc1nc2nc(SCC(=O)N3CCOCC3)nn2c(C)c1Cc1ccccc1	?
Cc1nc(C(=O)N2CCC3(CCCN(CC4CCC4)C3=O)C2)cs1 (stereo not given)	i
NC(=O)c1nc(C(N)=O)c(C(=O)O)cc1C(=O)O	i
COc1cccc(C(=O)Nc2nnc(-c3ccc([N+](=O)[O-])cc3)s2)c1	i
CN(CCC1CCOCC1)C(=O)C1CCC(=O)N(CCc2cccc(F)c2)C1 (stereo not given)	?
c1ccc2c(c1)nnn2CN1CCN(Cn2nnc3ccccc32)CC1	i
Cc1nn(C)c(C)c1CCC(=O)N1CCN(C(=O)C2CCCO2)CC1 (stereo not given)	i
Cc1cc(C)cc(NC(=O)C2CCCN(S(=O)(=O)c3cnc[nH]3)C2)c1 (stereo not given)	i
NC(=O)c1ccccc1-c1ccc(F)cc1Cl	?
Cc1nc2ccccc2c(=O)n1CCCO	i
O=C(O)CCNC(=O)/C(=C/c1ccc2c(c1)OCO2)NC(=O)c1ccccc1Cl	i
O=C(c1ccc2c(c1)N(Cc1ccc(F)cc1)C(=O)CS2)N1CCOCC1	i
COc1ccc(Nc2cc(C)nc(Nc3ccc(NC(=O)c4ccc(F)cc4)cc3)n2)cc1	i
CCOC(=O)c1oc2ccccc2c1NC(=O)Cc1cccs1	i
O=C(c1cccc(Cl)c1)C1CCCN(C(=O)/C=C/c2ccccc2F)C1 (stereo not given)	?
Cc1ccc2nc(-c3ccc(C)c(NC(=O)c4ccc5c(c4)OCCO5)c3)oc2c1	i
O=C(CSc1cn(Cc2ccccc2Cl)c2ccccc12)Nc1ccc2c(c1)OCCO2	?
CC(C)c1ccccc1NC(=O)CSc1nnc(COc2ccc3c(c2)CCCC3)o1	i
CC(CC(=O)NC1CCCCC1)S(=O)O (stereo not given)	i
CCCCN(C)S(=O)(=O)c1ccc(C(=O)Nc2nnc(-c3ccc(F)cc3)o2)cc1	i
NS(=O)(=O)c1ccc2nc(NC(=O)CS(=O)(=O)c3ccc(Cl)cc3)sc2c1	i
CC1CCCCN1S(=O)(=O)c1ccc2c(c1)CCN2C(=O)CCC(=O)N1CCCC1 (stereo not given)	?
C#CCN(Cc1ccc(C)cc1)C(=O)CC(=O)Nc1ccc(C)cc1	i

The list continues:
SMILES	ST2 IL33 inh
Cc1ccc(F)c(NC(=O)C(C)(C)Oc2ccc(Cl)cc2)c1	i
N#CCCS(=O)(=O)c1ccc(Br)cc1	i
CN(CCCc1cnn(C)c1)S(=O)(=O)NCc1ccccc1	?
CCc1nc(NC(=O)NCc2ccc(C)o2)nn1C	i
CSc1nc2c(c(=O)[nH]1)C(c1ccc(C)cc1)C1=C(CC(C)(C)CC1=O)N2 (stereo not given)	i
Cc1ccc(-n2c(=O)n(C)c3c(C(N)=O)nc(-c4ccc(Cl)cc4)nc32)cc1C	?
CCSc1nc(CC(=O)NCc2cc(CC)no2)cs1	i
Cc1cccn2c(=O)c3cc(C(=O)Nc4ccc(Br)cc4)sc3nc12	i
Cc1ccc(OCCOCCn2cnc3ccccc3c2=O)c([N+](=O)[O-])c1	?
CC(C)CC(=O)c1c(O)cc2c(c1O)C(CC(C)C)C1=C(O2)C(C)(C)C(=O)C(C)(C)C1=O (stereo not given)	i
Cc1cc(C)n(-c2cccc3cccnc23)n1	i
CC(=O)N1N=C(c2ccccc2)CC1c1cn(-c2ccccc2)nc1-c1ccc(C)cc1 (stereo not given)	i
CC(C)C1CN(C(=O)c2scc3c2OCCO3)CCC(=O)N1CC1CC1 (stereo not given)	i
CC(=O)c1ccc(N2CCN(S(=O)(=O)c3ccc4c(c3)c(=O)n(C)c(=O)n4C)CC2)cc1	i
COc1ccc(N(CC(=O)N2CCOCC2)S(C)(=O)=O)cc1Cl	i
O=C(CCN1CCCC1=O)NCc1ccc2[nH]c3c(c2c1)CCCC3	?
Cc1cc(C)c(S(=O)(=O)N2CCN(c3nc(C)cc(N4CCCCC4)n3)CC2)c(C)c1	i
O=C(CSc1nc2ccccc2o1)c1ccccc1	i
Nc1cccc(-c2cccc(OCc3ccccc3)c2)n1	i
O=C(NCc1ccccc1Cl)c1ccc2nc3sc4c(c3c(=O)n2c1)CCCC4	i
COc1ccc(C2C3=C(CCCC3=O)Nc3nc(SCc4ccccc4F)[nH]c(=O)c32)cc1 (stereo not given)	?
Cn1c(=O)[nH]c(=O)c2c1nc(CN1CCOCC1)n2CCc1ccccc1	i
CCCC(C)c1nnc(NC(=O)c2cc(OC)nc(OC)n2)s1 (stereo not given)	?
O=C(NCCCN1CCOCC1)c1ccc2c(c1)ncn2C1CCCC1	i
CCCCS(=O)(=O)N1CCCn2nc(C(=O)N3CCOCC3)cc2C1	i

The list continues:
SMILES	ST2 IL33 inh
CC(c1ccc(-c2ccc3c(c2)OCO3)cc1)N1CCOCC1 (stereo not given)	?
CCCc1cc(CN(C)C(=O)c2cc(NC(=O)c3ccccc3)cc3ncn(C4CCCC4)c23)[nH]n1	i
O=C(C[C@@H]1CCNC[C@@H]1Cc1cc(CC2CCCCC2)on1)NC1CCCCC1	?
O=C(C1CCCN(C2CCN(CCc3ccccc3)CC2)C1)N1CC=CC1 (stereo not given)	?
CC1CCCC(NC(=O)CN2C(=O)/C(=C/c3ccccc3F)Sc3ccccc32)C1C (stereo not given)	32%*
CCOC(=O)c1sc2nc(C)nc(N(C)C3CCCCC3)c2c1C	i
COc1ccccc1C1SCCN1S(=O)(=O)c1ccc(Cl)cc1 (stereo not given)	?
O=C(Nc1nnc(-c2ccccc2Cl)o1)c1ccc(S(=O)(=O)N2CCOCC2)cc1	?
Cc1ccc(C(=O)NC2c3ccccc3Oc3ccccc32)cc1	i
CC1CCC(NC(=O)Cn2c(=O)[nH]c3ccsc3c2=O)CC1 (stereo not given)	i
COc1ccc(-c2cn3c4c(=O)n(C)c(=O)n(C)c4nc3n2Cc2ccco2)cc1	?
Cc1cc(N)cc(C)c1OCC(=O)N1CCOCC1	i
COc1ccc(C(=O)N[C@H]2C[C@H]3C(=O)Nc4ccc(-c5ccsc5)cc4C(=O)N3C2)cc1	?
Cc1cc(N2CCC(C)CC2)nc2ccc(NC(=O)CCC(=O)N3CCCC3)cc12	i
O=C(NCCCN1CCCC1)c1cccn1-c1nnc(N2CCCCC2)s1	i
CCNc1ncc(C(=O)NCC2=CCCCC2)cn1	?
COc1ccc(CN2CCN(C3CSCCSC3)CC2CCO)c(F)c1 (stereo not given)	i
CC1=C(C(=O)OCCOC(C)C)C(c2ccc(Cl)c(Cl)c2)NC(=O)N1 (stereo not given)	i
Cc1ccc(C(C(=O)NCCc2cnccn2)N(C)C)cc1 (stereo not given)	i
CC(C)=C1C2C=CC1[C@@H]1C(=O)N(c3cccc(Cl)c3)C(=O)[C@H]21	i
Cc1ccc2cccc(OCc3ccccc3)c2n1	i
O=C1Oc2cc(O)cc(O)c2C(c2ccc(O)cc2)C1C1C(=O)Oc2c(O)c(O)c(O)c(O)c2C1c1ccc(O)cc1 (stereo not given)	i
O=C1CC(c2ccccc2)Oc2cc(O)cc(O)c21 (stereo not given)	i
O=C(O)c1ccc(O)c(C=Nc2ccc(Br)cc2)c1	i
Cn1c(=O)c2cc(S(=O)(=O)N3CCCCC3)ccc2n(C)c1=O	i

Given with bars between the fields: part of the list above.
mol | ST2 IL33 inh
COc1cc2c(cc1C(=O)NCc1cccnc1N(C)C)CCC2 | i
CC(C)=CC(=O)N1CC[C@@H](c2sccc2C)[C@H](O)C1 | ?
O=C(Nc1ccc(Cl)c(-c2nc3cc(Cl)ccc3o2)c1)c1ccc([N+](=O)[O-])o1 | ?
O=C1OCCCN1CCn1ccnc1-c1ccccn1 | i
Cc1nc(N2CCC(NCC3OCCc4ccccc43)CC2)nc2cc(S(C)(=O)=O)ccc12 (stereo not given) | i
COc1ccc(CN2C(=O)CO[C@H]3CN(C(=O)COc4ccccc4)C[C@H]32)cc1 | ?

New compounds follow.
SMILES	ST2 IL33 inh
COc1ccc2c(C)nc(Nc3nc(C)c(C)c(C)n3)nc2c1	?
O=C1Nc2cc(Cl)c(Cl)cc2N(O)N1c1ccc(F)cc1	i
Cn1c(OCc2cccnc2)nc2c1c(=O)n(Cc1ccc(Br)cc1)c(=O)n2C	?
Cc1occc1C(=O)Nc1nc(-c2ccccc2)c(C)s1	?
CCOC(=O)c1c(NC(=O)c2csc3c2CCCC3)sc2c1CCCC2	i
Cn1cccc1C(=O)N[C@H]1C[C@@H](C(=O)O)N(C(=O)CSCC(=O)N2C[C@@H](NC(=O)c3cccn3C)C[C@H]2C(=O)O)C1	i
O=C(NCc1ccco1)c1cc(-c2ccncc2)nc2ccccc12	?
